# Screening results deposited in PubChem by several laboratories.
# Arrestin-AP2 inh: inhibitors of beta-arrestin/AP2 binding, primary screen, biochemical, GPCR trafficking, flow cytometry | inhibition, % at 10 µM | 0.31% of 340,000 active | beta-arrestin 1 C-terminal peptide binding to AP2 beta2-adaptin appendage (human) | AID 504490, 2011 | FITC-arrestin peptide / GST-AP2 beads; AP2 beta2 appendage carries R879A mutation;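 active means inhibition above a set limit, near 3 SD of compounds lacking own fluorescence, cut at about 54% in these data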;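 further: plate controls were DMSO wells for no effect and 5 µM unlabelled arrestin peptide for full effect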
#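 System: GST-AP2 R879A glutathione beads | Also added: FITC-arrestin peptide, 50 nM | Times: 12 min plus 1 h, RT | Signal: Bead flow cytometry, FITC channel | Buffer or medium: PBS with 0.05% Tween 20 and 0.1% BSA | Read-out basis: Percent drop in bead-associated FITC signal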
# HTR5A ag ctr: HTR5A agonists in luminescence cell assay, primary screen, counter-screen for OPRM1-OPRD1 heterodimer agonist project, full-deck HTS; 5-hydroxytryptamine receptor 5A (Homo sapiens), P47898; cell-based; activation, % at 9.3 µM; 0.61% of 340,000 active; in the data active means activation mostly above about 9.5%, no sharp cut-off; inactive means mostly below about 7.6%;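 further: 0% = cells with vehicle only and 100% = reference agonist; strong numbers were not always called active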
# Target sequence (P47898 whole entry, looked up): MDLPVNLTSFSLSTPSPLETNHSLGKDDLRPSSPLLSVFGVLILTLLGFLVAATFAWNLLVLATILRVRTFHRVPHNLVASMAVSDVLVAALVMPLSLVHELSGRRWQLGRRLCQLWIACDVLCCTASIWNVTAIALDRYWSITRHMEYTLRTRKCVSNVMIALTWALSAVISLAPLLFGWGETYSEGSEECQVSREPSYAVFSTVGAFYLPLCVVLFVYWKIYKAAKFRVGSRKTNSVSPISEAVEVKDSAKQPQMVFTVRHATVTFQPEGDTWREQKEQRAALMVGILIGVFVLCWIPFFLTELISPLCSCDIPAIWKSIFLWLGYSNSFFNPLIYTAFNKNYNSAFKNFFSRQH
# V-ATPase pHluor: regulators of yeast V-ATPase proton pumping, primary screen, pHLuorin cytosolic pH fluorescence; response, % at 10 µM; 0.37% of 350,000 active; S. cerevisiae; in the data active means response mostly above about 7.3%, no sharp cut-off; inactive means mostly below about 5.4%; further: actives read high; inactives centre near 0; some compounds called inactive have numbers as strong as hits; reference of the scale not given here
# PKA-R2B act: activators of PKA-R2B holoenzyme, primary screen, biochemical, fluorescence polarization, Cy5-IP20, human; 0.079% of 340,000 active; activation, % at 11.4 µM; PKA-R2B holoenzyme dissociation; R2B truncated from residue 108, S112A mutant; 0% DMSO only, 100% 113 µM cGMP; cAMP-dependent protein kinase catalytic subunit beta (Homo sapiens) + cAMP-dependent …;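 active means activation above a cutoff set at the mean over all compounds plus 3 SD, cut at about 18% in these data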;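 further: higher means more holoenzyme dissociation and a rise in polarization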
# Target sequence (P31323 whole entry, looked up, other chains not shown, the tested form may be a part): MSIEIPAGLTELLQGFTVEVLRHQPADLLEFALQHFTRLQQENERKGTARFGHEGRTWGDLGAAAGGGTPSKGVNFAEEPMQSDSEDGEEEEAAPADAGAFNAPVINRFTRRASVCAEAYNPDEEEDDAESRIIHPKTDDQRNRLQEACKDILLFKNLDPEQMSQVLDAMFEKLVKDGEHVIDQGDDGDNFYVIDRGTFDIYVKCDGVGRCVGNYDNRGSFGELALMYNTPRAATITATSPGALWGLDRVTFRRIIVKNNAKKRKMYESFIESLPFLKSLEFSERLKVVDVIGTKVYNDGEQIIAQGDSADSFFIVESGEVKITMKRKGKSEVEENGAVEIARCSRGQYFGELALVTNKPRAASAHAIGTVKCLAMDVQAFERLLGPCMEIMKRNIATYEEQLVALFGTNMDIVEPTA
# OPRM1-OPRD1 ag: agonists of OPRM1-OPRD1 heterodimerization, primary screen, cell-based, luminescence; Mu-type opioid receptor (Homo sapiens) + Delta-type opioid receptor (Homo sapiens), …; cells; activation, % at 9.3 µM; 0.3% of 340,000 active; in the data active means activation above about 18%;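 further: 0% = vehicle-treated cells and 100% = reference agonist; values of inactives mirror those of a sister screen read the other way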
# HTR5A inv ctr: HTR5A inverse agonists in luminescence cell assay, primary screen, counter-screen for OPRM1-OPRD1 heterodimer inverse agonist project, full-deck HTS; 5-hydroxytryptamine receptor 5A (Homo sapiens), P47898; HTR5A cell line, inverse agonism; inhibition, % at 9.3 µM; 0.083% of 340,000 active; AID 504634, 2011; in the data active means inhibition mostly above about 23%, no sharp cut-off; inactive means mostly below about 18%;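 further: 0% = cells with DMSO and 100% = no-cell wells with DMSO; some compounds called inactive have numbers as strong as hits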
# MOR-DOR inv ag: inverse agonists of MOR-DOR heterodimerization, primary screen, cell-based, luminescence; cell-based MOR-DOR heterodimer luminescence, inverse agonism; inhibition, % at 9.3 µM; 0.21% of 340,000 active; AID 504357, 2011; in the data active means inhibition above about 22%, passing the limit was not always enough;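 further: 0% = cells with DMSO and 100% = wells without cells with DMSO; values of inactives mirror those of a sister screen read the other way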
# PKA-R1A act: activators of PKA-R1A holoenzyme, primary screen, biochemical, fluorescence polarization, Cy5-IP20, bovine R1A, mouse PKAc | PKA-R1A dissociation; scaled: DMSO 0%, 113 µM cGMP 100% | activation, % at 11.4 µM | 0.083% of 340,000 active;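 active means percent activation above the mean of all tested compounds plus 3 SD, cut at about 19% in these data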;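 further: higher means more PKAc released from R1A so a rise in polarization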
# DSG3 Ab inh: inhibitors of pemphigus antibody binding to DSG3, primary screen, biochemical, bead-based, flow cytometry, scFv-GFP; DSG3-coupled beads, scFv-anti-DSG3-GFP binding; active compounds read low; binding (percent of control), % at 10 µM; 0.48% of 310,000 active; AID 588358, 2011;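 active means binding more than 3 SD below its plate's average and above zero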;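 further: hits lower antibody fragment binding to DSG3; some compounds called inactive have numbers as strong as hits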
# DAGLB inh: DAGLB lipase inhibitors, primary screen, biochemical, fluorescence, HTS; 0.059% of 340,000 active; inhibition, % at 5.17 µM; HEK293T DAGLB membrane lysate, EnzChek fluorogenic substrate; Diacylglycerol lipase-beta (Homo sapiens), Q8NCG7; AID 504411, 2011; in the data active means inhibition above about 34%;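 further: 0% = enzyme with vehicle and 100% = wells lacking enzyme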
# The depositor's hits bear a star; nt = no result given.
[1] CN1C2C(Br)CCCCN2c2ccc(F)cc2S1(=O)=O (stereo unspecified)
[2] Cc1ccc(C2CC(c3ccccc3)=NN2c2ccccc2)o1 (stereo unspecified)
[3] COc1cccc(C(CNC(=O)C2CCN(C(=O)Nc3ccccc3)CC2)N(C)C)c1 (stereo unspecified)
[4] COc1ccc(/C=C/C(=O)NC(=S)N2CCOCC2)cc1
[5] CCOc1ccc(C(=O)COC(=O)c2cccc(-n3cnnn3)c2)cc1
[6] CCCc1cc(N2CCCC(C(=O)NCc3ccc4c(c3)OCO4)C2)n2ncnc2n1 (stereo unspecified)
[7] CCOC(=O)c1c(C)[nH]c(C(=O)OCC(=O)NCc2ccc(C)cc2)c1C
[8] COc1cc(NC(=O)COC(=O)Cn2cnc3c2c(=O)n(C)c(=O)n3C)cc(OC)c1

Assay by compound	1	2	3	4	5	6	7	8
Arrestin-AP2 inh	-7	2	-5	-14	-1	20	32	0
HTR5A ag ctr	0	4	0	-1	0	-2	-6	0
V-ATPase pHluor	-8	-5	-2	2	-2	0	0	-2
PKA-R2B act	4	7	4	6	-3	-9	-10	1
OPRM1-OPRD1 ag	-2.5	0.7	9.1	-1.0	-1.6	-1.7	7.0	-2.9
HTR5A inv ctr	1	-12	-3	2	4	-57	15	13
MOR-DOR inv ag	13	-3	-36	5	11	9	-28	11
PKA-R1A act	6	-5	-1	-9	-5	-6	-14	-2
DSG3 Ab inh	115	101	105	110	98	104	103	nt
DAGLB inh	4	-9	1	1	-6	-1	-6	-2

[9] Cc1ccccc1NC(=O)C(C)n1c2ccccc2c2nc(=O)cc(C)n21 (stereo unspecified)
[10] COc1ccc(-c2coc3c(C)c4oc(=O)c(CC(=O)O)c(C)c4cc23)cc1
[11] COc1ccc([C@@H]2[C@@H]3C(=O)N(C(C)(C)C)C(=O)[C@@H]3[C@]3(Cc4ccccc4)C(=O)N(c4ccc(OC)cc4)C(=O)N23)cc1
[12] Cn1nc(C(=O)NCC2CCCO2)c2ccccc2c1=O (stereo unspecified)
[13] Cc1cc(C)c(C(=O)CC(=O)c2ccccc2Cl)c(O)c1
[14] O=C(COC(=O)Cc1cccc(C(F)(F)F)c1)NC(=O)NC1CCCC1
[15] O=C(OCCCOC(=O)c1ccc([N+](=O)[O-])o1)c1ccc([N+](=O)[O-])o1
[16] CCOC(=O)c1c(NC(=S)NCc2ccccc2)sc2c1CCN(C(=O)OCC)C2

Assay by compound	9	10	11	12	13	14	15	16
Arrestin-AP2 inh	4	4	-5	7	-21	-5	-14	4
HTR5A ag ctr	3	0	-1	9	3	10	1	0
V-ATPase pHluor	0	3	3	13	0	-2	3	2
PKA-R2B act	-10	-2	-3	5	-7	-5	-7	-2
OPRM1-OPRD1 ag	-0.6	-2.0	-2.5	-0.1	6.6	8.1	6.5	-0.2
HTR5A inv ctr	4	0	-23	0	-12	-24	-3	20
MOR-DOR inv ag	3	9	14	0	-30	-35	-43	1
PKA-R1A act	-17	7	-15	-2	-11	-13	-1	-3
DSG3 Ab inh	102	102	99	104	100	103	94	97
DAGLB inh	0	3	-1	1	-3	-5	0	0

# Full records, looked up by structure:
# O=C(OCCCOC(=O)c1ccc([N+](=O)[O-])o1)c1ccc([N+](=O)[O-])o1 across the screens: Arrestin-AP2 inh: -14; HTR5A ag ctr: 1; V-ATPase pHluor: 3; PKA-R2B act: -7; OPRM1-OPRD1 ag: 6.5; HTR5A inv ctr: -3; MOR-DOR inv ag: -43; PKA-R1A act: -1; DSG3 Ab inh: 94; DAGLB inh: 0
# COc1ccc([C@@H]2[C@@H]3C(=O)N(C(C)(C)C)C(=O)[C@@H]3[C@]3(Cc4ccccc4)C(=O)N(c4ccc(OC)cc4)C(=O)N23)cc1 across the screens: Arrestin-AP2 inh: -5; HTR5A ag ctr: -1; V-ATPase pHluor: 3; PKA-R2B act: -3; OPRM1-OPRD1 ag: -2.5; HTR5A inv ctr: -23; MOR-DOR inv ag: 14; PKA-R1A act: -15; DSG3 Ab inh: 99; DAGLB inh: -1

# (further entries)
[17] Cn1nnnc1Sc1ncnc2scc(-c3ccc4c(c3)OCO4)c12
[18] CC(C(=O)Nc1ccc(S(=O)(=O)N2CCCC2)cc1)N1CCCC(C(N)=O)C1 (stereo unspecified)
[19] COC(=O)CSc1n[nH]c(=S)s1
[20] COC(=O)C1=NNCC12CC(=O)N(c1ccc(Br)cc1)C2=O (stereo unspecified)
[21] C[C@H](CO)N1C[C@H](C)[C@@H](CN(C)Cc2ccc3c(c2)OCO3)Oc2c(NS(C)(=O)=O)cccc2C1=O
[22] CSc1ccc(S(=O)(=O)NCC(=O)OCC(=O)N2CCCCC2C)cc1[N+](=O)[O-] (stereo unspecified)
[23] CCCn1c(CCC(=O)O)ccc1-c1ccc(F)cc1
[24] COc1ccc(/C=C/c2nc3ccccc3n2Cc2ccccc2OC)cc1

Assay by compound	17	18	19	20	21	22	23	24
Arrestin-AP2 inh	17	-8	-14	-4	11	3	-12	0
HTR5A ag ctr	3	-3	-5	1	-2	-3	-3	7
V-ATPase pHluor	-2	-2	1	4	4	1	0	0
PKA-R2B act	2	-8	-9	-4	5	-7	1	-7
OPRM1-OPRD1 ag	-1.6	-1.1	1.2	-1.6	0.1	-1.5	-4.3	0.1
HTR5A inv ctr	-15	3	15	-5	7	8	-3	-21
MOR-DOR inv ag	7	7	-8	9	-1	8	20	-1
PKA-R1A act	-7	-9	-5	-13	7	1	-4	-4
DSG3 Ab inh	110	97	91	125	96	99	nt	110
DAGLB inh	4	1	1	0	0	1	-1	-2

# Quoted at random: 4 records from the list
[18] CC(C(=O)Nc1ccc(S(=O)(=O)N2CCCC2)cc1)N1CCCC(C(N)=O)C1 (stereo unspecified)
[14] O=C(COC(=O)Cc1cccc(C(F)(F)F)c1)NC(=O)NC1CCCC1
[7] CCOC(=O)c1c(C)[nH]c(C(=O)OCC(=O)NCc2ccc(C)cc2)c1C
[13] Cc1cc(C)c(C(=O)CC(=O)c2ccccc2Cl)c(O)c1

Assay by compound	18	14	7	13
Arrestin-AP2 inh	-8	-5	32	-21
HTR5A ag ctr	-3	10	-6	3
V-ATPase pHluor	-2	-2	0	0
PKA-R2B act	-8	-5	-10	-7
OPRM1-OPRD1 ag	-1.1	8.1	7.0	6.6
HTR5A inv ctr	3	-24	15	-12
MOR-DOR inv ag	7	-35	-28	-30
PKA-R1A act	-9	-13	-14	-11
DSG3 Ab inh	97	103	103	100
DAGLB inh	1	-5	-6	-3

# Part of the list above with just PKA-R2B act, DAGLB inh and OPRM1-OPRD1 ag:
no.	structure	PKA-R2B act	DAGLB inh	OPRM1-OPRD1 ag
21	C[C@H](CO)N1C[C@H](C)[C@@H](CN(C)Cc2ccc3c(c2)OCO3)Oc2c(NS(C)(=O)=O)cccc2C1=O	5	0	0.1
22	CSc1ccc(S(=O)(=O)NCC(=O)OCC(=O)N2CCCCC2C)cc1[N+](=O)[O-] (stereo unspecified)	-7	1	-1.5

# Compounds were not picked by outcome; about 2.4% have a hit in one of these screens.
